APJ antagonist = APJ receptor antagonism | P35414 | CHO-K1 APJ beta-arrestin complementation, luminescence | inhibition, % at 20 µM | hit rate 0.32% among 330,000 | AID 2521;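 active means inhibition above about 40% at 20 µM, limit read from the data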;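 further: cells challenged with 10 nM apelin-13 agonist together with compound; plate controls were apelin-13 plus DMSO wells for no effect and DMSO wells lacking apelin-13 for full effect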
Target sequence (P35414 whole entry, looked up): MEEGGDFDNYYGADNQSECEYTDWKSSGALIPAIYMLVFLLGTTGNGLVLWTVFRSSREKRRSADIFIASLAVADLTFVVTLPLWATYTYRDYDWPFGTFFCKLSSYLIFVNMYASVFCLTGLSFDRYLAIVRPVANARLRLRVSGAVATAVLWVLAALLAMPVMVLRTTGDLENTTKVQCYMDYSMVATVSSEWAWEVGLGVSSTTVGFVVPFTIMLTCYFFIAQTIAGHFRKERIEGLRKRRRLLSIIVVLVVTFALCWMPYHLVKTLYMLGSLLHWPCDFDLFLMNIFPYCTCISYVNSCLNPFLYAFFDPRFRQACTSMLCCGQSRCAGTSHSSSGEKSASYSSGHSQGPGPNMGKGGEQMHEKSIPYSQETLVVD
ATG4B inh = ATG4B (human) cysteine protease inhibition; Q9Y4P1; ATG4B cleavage of LC3-PLA2, NBD-HPC fluorescence, 1 h; inhibition, % at 8.33 µM; hit rate 0.51% among 340,000; AID 504462; in the data active means inhibition above about 40%
CXCR6 block = blocks human CXCR6 beta-arrestin recruitment; hit rate 0.36% among 360,000; CHO-K1 PathHunter CXCR6 beta-arrestin, luminescence; AID 602244; inhibition, % at 20 µM; O00574; in the data active means inhibition above about 34%, passing the limit was not always enough;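 further: antagonist mode with CXCL16 agonist at 10 nM final; 0% = 10 nM CXCL16 with DMSO and 100% = unstimulated wells without agonist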
Target sequence (O00574 whole entry, looked up): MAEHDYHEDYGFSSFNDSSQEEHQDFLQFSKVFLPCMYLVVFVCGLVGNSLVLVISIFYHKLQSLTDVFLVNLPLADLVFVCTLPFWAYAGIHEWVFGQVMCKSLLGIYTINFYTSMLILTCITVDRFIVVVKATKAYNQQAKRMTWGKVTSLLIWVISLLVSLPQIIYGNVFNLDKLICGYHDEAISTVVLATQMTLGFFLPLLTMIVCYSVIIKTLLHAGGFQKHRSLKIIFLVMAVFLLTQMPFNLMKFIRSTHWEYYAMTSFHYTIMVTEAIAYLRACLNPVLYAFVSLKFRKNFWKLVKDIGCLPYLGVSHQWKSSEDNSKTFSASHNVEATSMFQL
UBC13 polyUb = human UBC13 polyubiquitination inhibition; hit rate 0.47% among 330,000; P61088; UBC13 polyubiquitin chain formation, TR-FRET; inhibition, % at 20 µM; in the data active means inhibition above about 45%, passing the limit was not always enough
EBI2 antag = blocks human EBI2 receptor beta-arrestin signaling | hit rate 0.81% among 360,000 | EBI2 beta-arrestin recruitment, luminescence, 7a,25-OHC stimulated | inhibition, % at 5 µM | P32249; in the data active means inhibition above about 38%;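 further: enzyme fragment complementation signal reports receptor beta-arrestin coupling in cells; 0% = agonist plus DMSO wells and 100% = wells without agonist; some results beyond the cut were filed as inactive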
Target sequence (P32249 whole entry, looked up, the tested form may be a part): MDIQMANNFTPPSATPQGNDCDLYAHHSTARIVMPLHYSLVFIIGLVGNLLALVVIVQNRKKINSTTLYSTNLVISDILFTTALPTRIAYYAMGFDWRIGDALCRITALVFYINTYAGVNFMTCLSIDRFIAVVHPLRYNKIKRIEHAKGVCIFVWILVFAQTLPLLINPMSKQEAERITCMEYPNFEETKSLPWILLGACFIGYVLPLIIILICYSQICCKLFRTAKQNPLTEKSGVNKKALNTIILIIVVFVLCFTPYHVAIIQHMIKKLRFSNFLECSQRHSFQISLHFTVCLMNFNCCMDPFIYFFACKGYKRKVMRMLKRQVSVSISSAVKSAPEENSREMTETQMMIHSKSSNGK
Gli-Sufu block = blocks Gli-Sufu signaling in a luciferase reporter; Sufu-KO-LIGHT fibroblasts, Gli luciferase reporter luminescence; hit rate 0.74% among 340,000; inhibition, % at 5 µM;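 active means inhibition above about 55%, limit read from the data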;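 further: 0% = DMSO-treated cells and 100% = wells with medium but no cells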
APJ ag = APJ receptor agonism; P35414; CHO-K1 APJ PathHunter beta-arrestin, luminescence; 0% DMSO wells, 100% apelin; AID 2520; hit rate 0.11% among 330,000; activation, % at 20 µM;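 active means activation more than six SD over the plate average, tested at 20 µM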;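 further: 0% = DMSO alone and 100% = apelin-13 at 10 nM; some results filed as inactive read as strong as hits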
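system = engineered CHO-K1 APJ arrestin reporter cells | input = 1000 cells per well | timing = overnight seeding, 90 min compound at 25 °C, 1 h detection | measured by = enzyme-fragment complementation luminescence | read-out = beta-arrestin recruitment to APJ as agonist activity, luminescent signal | control set = negative DMSO alone, positive Apelin-13 at 10 nM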
CCR6 antag = blocks CCL20-driven beta-arrestin recruitment at human CCR6; P51684; CHO-K1 CCR6 PathHunter beta-arrestin, luminescence, CCL20-stimulated; inhibition, % at 20 µM; hit rate 0.49% among 340,000;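 active means compounds whose inhibition of the agonist-driven luminescence signal at 20 µM reaches about 50%, limit read from the data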;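 further: cells stimulated with CCL20 at 14 nM final; plate controls were DMSO with CCL20 for no effect and DMSO without agonist for full effect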
* = called active by the depositor; nt = not tested or not shown.

Screens in order: APJ antagonist, ATG4B inh, CXCR6 block, UBC13 polyUb, EBI2 antag, Gli-Sufu block, APJ ag, CCR6 antag
> NC(=O)NC(=O)CN1c2cccc3cccc(c23)S1(=O)=O
    -13, -2, -11, -1, -11, 22, 1, -8
> CCOC(=O)Nc1ccc(OC)c([N+](=O)[O-])c1
    -19, -8, 0, -12, -5, 13, -2, 2
> Cc1ccc(C)c(S(=O)(=O)c2c(N)n(/N=C/c3ccco3)c3nc4ccccc4nc23)c1
    -6, -16, 8, -9, 20, -2, 6, -2
> COc1ccc(C(=O)Nc2nc(N)n(-c3ccccc3)n2)cc1
    9, 1, 2, 7, -14, -5, 3, -5
> O=S(=O)(c1ccc2nc(-c3ccccc3)[nH]c2c1)N1CCN(c2cccc(Cl)c2)CC1
    -33, 8, 3, -7, -3, 3, 8, -8
> c1ccc2c(c1)CC(N1CCCCC1)c1ccccc1N2 (configuration not stated)
    17, -9, -5, -3, 0, -2, -4, -5
> COCc1cc(C)nc(SCC(=O)Oc2ccc(Cl)cc2)c1C#N
    -4, -8, -8, 9, 10, -2, -1, -4
> CCCCS(=O)(=O)NC1=NCN(CCOC(=O)c2ccccc2)CN1
    13, -2, -5, -6, 1, -51, -1, 2
> Cc1ccc(NC(=O)c2ccc(CSc3ccccn3)cc2)c(O)c1
    -13, 12, -15, -8, 10, -10, 3, -4
> CCn1nnc2cc(C(=O)OCC(=O)N(C)Cc3cccc(F)c3)ccc21
    2, -2, -8, 5, -6, 0, -1, 5
> O=c1c(C/C=C/c2ccccc2)c(O)ccn1Cc1ccc(Cl)cc1Cl
    -3, 3, 5, -2, -7, 2, -3, 9
> Cc1ccc(CN(CC(=O)NCC2CCCO2)S(=O)(=O)c2ccc(C)cc2)cc1 (configuration not stated)
    24, 2, 5, 1, 8, 6, -1, 1
> CCOC(=O)C1(Cc2ccccc2C)CCCN(C(=O)COC)C1 (configuration not stated)
    0, 2, 2, -6, -22, nt, -3, 0
> CCCN1C2CCCC1CC(NC(=O)c1cc(OC)cc(OC)c1)C2 (configuration not stated)
    -3, 1, 5, 5, -10, 3, -6, -11
> Cc1nc(N2CCOCC2)c2cc(-c3ccccc3)sc2n1
    7, -13, -1, -2, 8, 5, 1, 7
> CC(=O)Nc1ccc(OS(=O)(=O)c2c(C)cc(C)cc2C)cc1
    -19, 3, -9, -3, 3, -2, -2, 6
> CCCC(=O)Nc1ccc(-c2nc3ncccc3o2)cc1
    12, -1, -3, 2, -8, nt, -2, -9
> COc1ccc(Oc2cc(NN3CCCCC3)c([N+](=O)[O-])cc2[N+](=O)[O-])cc1OC
    -24, -1, 11, -6, 14, -1, 1, 15
> O=C(NC1=NCCS1)c1cc(-c2cccc(Br)c2)nc2ccccc12
    0, -16, 5, 11, 15, -5, -2, 22
> O=C(NCc1ccccc1)C(c1ccncc1)N(C(=O)c1ccccn1)c1ccccc1 (configuration not stated)
    2, -9, 4, 0, -16, -34, 0, 10
> CC(C)C(=O)N1CCN(c2ccc(NC(=O)c3ccc(Br)o3)cc2)CC1
    16, -6, -7, -1, 8, 0, -1, -5
> CCn1ncc(Cl)c1C(=O)Nc1cc(Cl)ccc1Cl
    20, 2, -5, -2, -1, -9, -1, 8
> COc1ccccc1Nc1cc(N2CCOCC2)c2nonc2c1[N+](=O)[O-]
    24, 0, 3, -35, 5, 12, -3, 23
> COC(=O)c1scc(C)c1NC(=O)Nc1ccccc1
    14, 7, 1, 10, -8, 6, -5, 2
> Cc1ccccc1Cn1c(=O)[nH]c2ccccc21
    -57, 1, 2, -12, 2, 14, -3, 5
> O=C1OC(Cc2ccccn2)C(O)=C1C1=NCCCN1 (configuration not stated)
    -22, 3, -1, 5, -2, -21, -2, -3
> O=C(/C=C/c1ccc(S(=O)(=O)N2CCOCC2)cc1)N(CCO)Cc1ccccc1
    -12, -10, 8, -2, 1, -3, -2, 10
> NCCCCC(N)c1cn([C@@H](CCC(=O)O)C(=O)N2CCNCC2)nn1 (some centres not stated)
    1, 8, 4, -6, -6, 0, 2, 0
> O=C(NC(=S)NC1CCC(O)CC1)c1ccco1 (configuration not stated)
    -1, -12, 3, 15, 3, -3, -3, 5
> CC(=O)N1C(C)(C)CC(=NOC(=O)c2ccc(C)cc2)CC1(C)C
    -10, -6, 1, 1, 2, -8, -1, -4
> CCOc1ccccc1-c1cc(C(=O)Nc2ccc(C(=O)O)cc2)c2ccccc2n1
    5, -2, 5, -12, -1, 35, -3, 22
> CCOC(=O)C1=C(N)Oc2cc(O)ccc2C1c1cccc([N+](=O)[O-])c1 (configuration not stated)
    -21, -4, 20, 4, 15, -4, -3, 13
> CCOc1ccc(N(CC(=O)NCc2ccc(C)cc2)S(=O)(=O)c2c(C)[nH]c(=O)[nH]c2=O)cc1
    0, 7, 3, -9, -5, 2, -1, 2
> COc1ccccc1C(=O)Nc1ccc(NC(=O)c2ccco2)cn1
    -21, -3, -5, 6, -1, -29, -2, 12
> CN1CCCC(OC(=O)CCCCC(=O)OC2CCCN(C)C2)C1 (configuration not stated)
    5, 7, -2, 6, -1, 5, 0, -17
> Cc1ccc(-c2csc3ncn(CC(=O)NCC(c4ccco4)N4CCCC4)c(=O)c23)cc1 (configuration not stated)
    4, -7, 2, 10, -12, -23, -3, 11
> COCc1nnc(NC(=O)c2ccc(S(=O)(=O)N3CCCCCC3)cc2)o1
    10, 1, 10, -6, -3, 2, 0, 2
> O=C(NCc1ccncc1)c1ccc(NS(=O)(=O)c2cccc([N+](=O)[O-])c2)cc1
    18, 6, 12, 1, -5, 9, -4, 3
> O=C(N/N=C/c1cccnc1)c1cccc(N2CCCC2=O)c1
    7, 5, 0, -8, -4, -11, 2, -6
> Cc1ccccc1OCC(=O)OCC(=O)Nc1ccc2c(c1)OCCO2
    -9, 10, 5, -3, -7, -5, 1, -9
> O=C(CCCn1c(=O)c2sccc2n(Cc2ccc(F)cc2)c1=O)NCc1ccco1
    -36, 4, -3, 11, 2, 1, 0, 7
> O=C(c1ccccc1)c1nn(-c2ccccc2)c(=O)cc1C(F)(F)F
    18, 11, 3, 16, -1, 3, -2, 10
> CCS(=O)(=O)N1Cc2ccccc2CC1C(=O)Nc1nc2ccccc2[nH]1 (configuration not stated)
    3, -17, 0, -1, 1, 9, 4, 6
> COc1c(C=O)c2c(c(OC)c1OC)-c1ccc(OC)c(=O)cc1C(NC(C)=O)CC2 (configuration not stated)
    nt, -1, -3, nt, -19, 43, nt, 12
> O=C(NCc1ccc(F)cc1)c1ccc(CNc2c(N3CCOCC3)c(=O)c2=O)cc1
    -24, -11, 6, -4, 0, 0, -5, 7
> COc1cc([N+](=O)[O-])cc2cc(C(=O)N3CCN=C3c3ccccc3)c(=O)oc12
    2, -5, 9, -13, -18, 4, -4, 14
> CSc1ncc(CN2CCN(C(C)C)C(CCO)C2)cn1 (configuration not stated)
    18, -8, -6, -12, -13, -1, -1, -3
> O=S(=O)(Nc1cccc(Oc2ccc(Cl)cc2)n1)c1ccc(F)cc1
    16, -10, -6, 0, 18, 8, 1, 5
> Cc1cccc(N=C2NC(=O)/C(=C/c3cccnc3)S2)c1
    9, 1, 0, -9, 34, 1, -2, 2
> Cc1cc(C)c2cc(C#N)c(N3CCCC3)nc2c1
    -13, -7, -3, 5, 3, -8, -2, 5

Next entries follow:
Screens in order: APJ antagonist, ATG4B inh, CXCR6 block, UBC13 polyUb, EBI2 antag, Gli-Sufu block, APJ ag, CCR6 antag
> COc1ccc(-c2nn(-c3ccccc3)cc2C(=O)N2CCN(S(=O)(=O)c3cccc(F)c3)CC2)cc1
    -4, -9, 18, -6, 18, 7, 0, -2
> CCC1(CC)C(=O)NC(=S)N=C1N
    nt, 0, -4, nt, -13, -2, nt, -2
> C=CCn1cc(C(=O)NCc2ccc(Cl)cc2)c(=O)c2cc(S(=O)(=O)N(CC)CC)ccc21
    1, -12, 10, 8, 44, 10, 2, 18
> CC(C)CNC(=O)NC(=O)COC(=O)c1cc(F)cc(F)c1
    -6, -11, 1, 9, 4, -9, 4, 7
> Cc1ccc(CNC(=O)c2ccc(COc3ccccc3)cc2)cc1
    6, -6, 1, -1, 52*, 9, 1, 15
> O=C1CC(c2ccco2)CC2=C1C1c3ccccc3C(=O)N1c1ccccc1N2 (configuration not stated)
    0, -6, -9, -11, 3, -3, -1, -1
> CCC[N+]1(CC#CC2(O)CCCCC2)CCOCC1
    -6, 0, 8, 6, -13, -3, -2, 5
> CC(=O)Nc1ccc(SCC(=O)Nc2ccc(Cl)cn2)cc1
    17, 0, -4, -6, -4, -5, 1, 10
> COc1cc(/C=N/NC(=O)c2cc(-c3c(C)nn(-c4ccccc4)c3C)n[nH]2)ccc1O
    -5, -10, 2, -8, 3, -6, -1, -2
> COc1ccc(CCNc2ccc(C(CC(N)=O)NC(=O)c3cc(OC)ccc3OC)cc2[N+](=O)[O-])cc1 (configuration not stated)
    10, 1, 10, -21, -1, 6, 2, 11

Of the compounds above, these have a cyano group:
Screens in order: APJ antagonist, ATG4B inh, CXCR6 block, UBC13 polyUb, EBI2 antag, Gli-Sufu block, APJ ag, CCR6 antag
> COCc1cc(C)nc(SCC(=O)Oc2ccc(Cl)cc2)c1C#N
    -4, -8, -8, 9, 10, -2, -1, -4
> Cc1cc(C)c2cc(C#N)c(N3CCCC3)nc2c1
    -13, -7, -3, 5, 3, -8, -2, 5

Continuation:
Screens in order: APJ antagonist, ATG4B inh, CXCR6 block, UBC13 polyUb, EBI2 antag, Gli-Sufu block, APJ ag, CCR6 antag
> C=CCN1CCc2nc(N)sc2CC1
    nt, 7, 6, nt, -4, -3, nt, 5
> OC(CNC1Cc2ccccc2C1)c1ccccc1 (configuration not stated)
    6, 2, -4, 10, 4, 3, -3, 1
> CC(C)(C)OC(=O)NCCc1nnc(SCc2cccc(Cl)c2)o1
    12, 13, -6, 2, 4, -1, -4, 5
> O=C(CCSc1nc(-c2ccco2)cc(C(F)(F)F)n1)Nc1ccc2c(c1)OCO2
    3, 7, 3, 1, 3, 23, -1, 19
> COc1cc2c(cc1OC)CN(C(=O)CCNS(=O)(=O)c1ccc(Br)cc1)CC2
    19, -8, -4, 2, -2, -5, -6, 1
> CC1CN(Cc2c(O)ccc3c(=O)c(-c4ccccc4Cl)coc23)CC(C)O1 (configuration not stated)
    17, -8, 1, 12, -2, -6, -3, 6
> CCNc1nc(NCC)nc(N(C#N)CCOc2ccccc2)n1
    -7, -1, 2, 6, -4, 5, -1, 16
> O=C(N/N=C/C=C/c1ccccc1)C1CC1c1ccccc1 (configuration not stated)
    -8, -20, 8, -3, -3, 0, 2, -6
> Cc1nn(-c2ccccc2)c(C)c1C(=O)OCC(=O)NC(=O)NC1CCCC1
    -18, 2, -6, -5, 3, -8, 1, 3
> Cc1cc(C)cc(N(CC(=O)NC(C)(C)C)C(=O)CCC(=O)Nc2nccs2)c1
    -4, 1, -11, -7, 0, -6, 0, 30
> O=S1(=O)N=C(c2ccccc2)c2ccccc21
    3, 1, 6, -2, -3, 1, -1, -4
> CC1CN(c2ncnc3c2oc2ccccc23)CC(C)O1 (configuration not stated)
    1, 3, 1, 2, 1, 47, -2, -2
> O=[N+]([O-])c1cc(-c2nnc(N3CCOCC3)c3ccccc23)ccc1N1CCOCC1
    -7, -3, 2, -25, -4, 12, -2, 20
> CCOC(=O)c1c(O)cc(C)[nH]c1=O
    0, 0, -1, 9, 0, 2, -3, -5
> Nc1nc(SCC(=O)Nc2cc(C(F)(F)F)ccc2Cl)[nH]c(=O)c1NC(=O)c1ccco1
    2, -4, -3, -7, 4, -7, -2, 4
> COc1cccc(/C=C/C(=O)OCC(=O)Nc2ccc(N3CCOCC3)cc2)c1OC
    3, 0, 0, 12, -3, 3, -3, 2
> Cc1ccc(S(=O)(=O)N2CCOCC2)cc1C(=O)NCCN1C(=O)S/C(=C\c2ccccc2Cl)C1=O
    -4, -6, -7, 5, 23, 11, -1, 9
> CCOC(=O)C(CCCP(=O)(c1ccccc1)c1ccccc1)(NC(C)=O)C(=O)OCC
    16, 8, -8, -9, 0, -4, 1, -1
> Cc1ccc2oc(C(=O)NCc3ccccc3)cc(=O)c2c1
    -7, -7, 5, -3, 10, 1, -3, 11
